# PREPL inh = inhibits the human prolyl oligopeptidase-like enzyme; Q4J6C6; recombinant PREPL, fluorescence polarization activity-based probe; inhibition, % at 5.96 µM; hit rate 0.68% among 320,000; AID 2751; in the data active = inhibition above about 43%;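 also: 0% = enzyme with DMSO and 100% = wells lacking enzyme; many of its hits are not listed in these tables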
# PAD4 inh = inhibitors of human PAD4. inhibition, % at 6.36 µM. AID 485272. Q9UM07. hit rate 0.41% among 330,000. recombinant PAD4, RCA probe fluorescence polarization;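 active = percent inhibition above a cutoff equal to the mean of all tested compounds plus 3 SD, cut at about 15% in these data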;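 also: 0% = PAD4 with RCA probe and DMSO and 100% = probe without PAD4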
# pPAFAH inh = pPAFAH (human) enzyme inhibition; Q13093; recombinant pPAFAH, FP-rhodamine probe fluorescence polarization; inhibition, % at 3.39 µM; hit rate 1.5% among 330,000;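 active = inhibition above the mean inhibition across the screen plus 3 SD, cut at about 25% in these data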;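 also: inhibitors block binding of the rhodamine activity-based probe so polarization drops; 0% = enzyme with DMSO and 100% = wells lacking pPAFAH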
# Target sequence (Q13093 whole entry, looked up): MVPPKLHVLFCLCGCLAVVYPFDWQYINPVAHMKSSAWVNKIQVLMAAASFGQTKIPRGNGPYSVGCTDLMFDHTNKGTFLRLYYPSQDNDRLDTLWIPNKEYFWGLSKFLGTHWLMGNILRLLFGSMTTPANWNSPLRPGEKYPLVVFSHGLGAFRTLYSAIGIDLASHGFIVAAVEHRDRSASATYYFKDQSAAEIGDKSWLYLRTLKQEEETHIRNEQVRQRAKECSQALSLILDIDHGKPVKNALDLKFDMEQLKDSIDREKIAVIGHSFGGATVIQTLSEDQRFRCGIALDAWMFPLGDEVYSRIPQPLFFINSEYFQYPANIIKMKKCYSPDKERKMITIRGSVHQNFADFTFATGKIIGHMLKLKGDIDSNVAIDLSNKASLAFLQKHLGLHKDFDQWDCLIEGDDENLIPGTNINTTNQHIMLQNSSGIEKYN
# GSTO1 inh = counter-screen for RBBP9 inhibitors: inhibitors of human GSTO1. P78417. recombinant GSTO1, activity-based probe fluorescence polarization. inhibition, % at 5.96 µM. hit rate 1.1% among 300,000. AID 1974;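 active = inhibition above the campaign mean inhibition plus 3 SD, cut at about 35% in these data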;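 also: 0% = GSTO1-1 with DMSO and 100% = wells lacking GSTO1-1 enzyme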
# PAFAH1B3 inh = blocks human PAF acetylhydrolase 1B catalytic subunit 3. recombinant PAFAH1B3, FP-rhodamine probe, fluorescence polarization. inhibition, % at 3.39 µM. hit rate 0.28% among 340,000. AID 492972;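 active = inhibition above the screen-wide average of all tested compounds plus 3 SD, cut at about 25% in these data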;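 also: 0% = enzyme with DMSO only and 100% = wells lacking PAFAH1B3 protein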
# PAFAH1B2 FP inh = PAFAH1B2 (human) inhibition. P68402. recombinant PAFAH1B2, FP-rhodamine activity probe, fluorescence polarization. hit rate 1.2% among 340,000. inhibition, % at 3.39 µM;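 active = inhibition above the mean of all tested compounds plus 3 SD, cut at about 24% in these data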;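 also: 0% = enzyme with DMSO and 100% = wells lacking PAFAH1B2; many of its hits are not listed in these tables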
# Target sequence (P68402 whole entry, looked up): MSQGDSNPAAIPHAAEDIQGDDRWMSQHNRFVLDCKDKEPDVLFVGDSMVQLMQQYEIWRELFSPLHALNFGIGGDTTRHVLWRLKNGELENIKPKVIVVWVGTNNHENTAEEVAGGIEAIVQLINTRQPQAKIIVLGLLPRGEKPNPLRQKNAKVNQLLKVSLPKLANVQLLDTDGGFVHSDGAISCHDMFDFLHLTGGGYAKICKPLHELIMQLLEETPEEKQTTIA
# LYPLA1 inh = counter-screen for PME1 inhibitors: inhibitors of human LYPLA1 | O75608 | recombinant LYPLA1, FP-Rh probe fluorescence polarization | inhibition, % at 5.9 µM | hit rate 0.16% among 320,000 | AID 2174;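 active = inhibition above the mean of all tested compounds plus 3 SD, set per campaign, cut at about 14% in these data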;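 also: inhibitors block serine hydrolase probe labeling of LYPLA1 so polarization falls; 0% = enzyme with DMSO and 100% = wells lacking LYPLA1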
# LYPLA2 counter = LYPLA2 (human) inhibition in PME1 counter-screen; O95372; recombinant LYPLA2, FP-Rh probe fluorescence polarization; inhibition, % at 5.9 µM; hit rate 0.38% among 320,000; AID 2177;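 active = inhibition above the screen-wide mean plus 3 SD, limit set per campaign, cut at about 26% in these data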;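 also: 0% = LYPLA2 with DMSO and 100% = wells lacking LYPLA2 enzyme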
# PME-1 primary = blocks human protein phosphatase methylesterase 1 | recombinant PME-1, FP-Rh probe fluorescence polarization | inhibition, % at 5.9 µM | hit rate 0.53% among 320,000 | AID 2130;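 active = inhibition above the campaign mean of all compounds plus 3 SD, cut at about 26% in these data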;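 also: competitive labeling of PME-1 active site by serine hydrolase directed probe; 0% = PME-1 with DMSO and 100% = wells lacking PME-1 enzyme; inhibitors block probe labeling so polarization falls and inhibition rises; many of its hits are not listed in these tables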
# Target sequence (Q9Y570 whole entry, looked up): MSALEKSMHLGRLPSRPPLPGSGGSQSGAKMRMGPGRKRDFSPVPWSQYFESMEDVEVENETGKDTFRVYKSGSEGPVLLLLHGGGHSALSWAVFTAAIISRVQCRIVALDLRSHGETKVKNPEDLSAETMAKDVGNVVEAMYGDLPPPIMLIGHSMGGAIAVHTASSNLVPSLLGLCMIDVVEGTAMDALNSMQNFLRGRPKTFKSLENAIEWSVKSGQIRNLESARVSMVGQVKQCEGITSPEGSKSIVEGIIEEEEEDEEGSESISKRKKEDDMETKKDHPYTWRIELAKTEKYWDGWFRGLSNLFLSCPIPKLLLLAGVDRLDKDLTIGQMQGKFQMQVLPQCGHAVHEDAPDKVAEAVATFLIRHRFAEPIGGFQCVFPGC
# Starred values were filed as active, the others as inactive; x = no result given.
SMILES,PREPL inh,PAD4 inh,pPAFAH inh,GSTO1 inh,PAFAH1B3 inh,PAFAH1B2 FP inh,LYPLA1 inh,LYPLA2 counter,PME-1 primary
Cc1ccc2[nH]c(C)c(CCNC(=O)C3CCCCC3C(=O)OCC(F)(F)F)c2c1 (centres undefined),7.7,1.7,-0.3,2.3,4.8,2.2,-2.1,3.0,3.4
O=C(CSc1nncc2ccccc12)Nc1ccccc1,3.8,6.6,2.6,5.8,13.3,-5.3,1.3,3.8,-4.4
N/C(Cn1nnc(-c2ccccc2)n1)=N\O,6.8,2.2,-3.4,-0.5,-3.8,1.4,-3.8,-1.5,5.0
C=CCOC(=O)c1c(C)nc2cc3c(cc2c1C)OCO3,-1.8,-1.7,3.0,0.9,7.7,4.8,-3.6,-7.6,2.8
CSc1ccc(NC(=O)N2CCC(C(=O)c3ccc(F)cc3)CC2)cc1,10.3,-1.3,11.0,3.5,7.0,4.5,-1.6,2.5,6.3
COc1ccccc1/C=C1/C(=O)N(c2ccc([N+](=O)[O-])cc2)N=C1C,-13.7,-1.2,2.1,12.3,8.0,6.1,1.3,9.6,-6.4
Cc1sc2nc(SCC(=O)N3CCCCC3)[nH]c(=O)c2c1C,9.1,-1.6,6.2,-7.0,7.9,4.7,-2.2,-1.9,2.7
O=S(=O)(NC(=NC1CCCC1)C(F)(F)F)c1ccccc1,10.1,-9.5,-4.3,-5.5,5.3,6.3,0.4,-5.2,-4.1
CC(=O)Nc1ccc(S(=O)(=O)N2CCc3ccccc3C2CC(=O)O)cc1 (centres undefined),-5.7,0.5,3.0,3.3,4.9,3.2,1.3,0.7,-1.3
O=C(c1sc2cc([N+](=O)[O-])ccc2c1Cl)N1CCOCC1,-1.1,-4.8,-0.5,1.6,6.8,-0.3,-0.6,-2.7,-0.8
COc1cc(Cl)c(S(=O)(=O)n2cnc(C)c2)cc1Cl,8.0,-4.0,0.7,5.5,4.2,3.4,3.1,1.1,3.2
Cc1ccccc1N1CC(C(=O)Nc2ccc(S(=O)(=O)N3CCOCC3)cc2)CC1=O (centres undefined),-6.7,-2.9,-4.7,-1.9,5.7,4.0,3.1,4.2,-5.2
CC(C)C[C@H](NC(=O)c1nc[nH]c1C(=O)NCCCCCN)C(=O)OCc1ccccc1,-4.3,1.0,2.3,x,12.4,1.9,x,x,x
CCOC(=O)C(Cc1c[nH]c2ccccc12)NC(=O)CNC(C)=O (centres undefined),-3.4,1.9,0.1,-3.1,0.6,1.9,0.3,2.2,-2.0
CCC(C)(C)n1nnnc1C(c1ccc(OC)c(OC)c1)N1CCN(c2cccc(OC)c2)CC1 (centres undefined),2.9,0.9,1.4,2.1,0.6,-1.9,-2.2,-5.6,-8.1
COc1cccc(/C=N/n2c(-c3cc(C)[nH]n3)n[nH]c2=S)c1OC,8.2,0.5,0.7,7.0,6.7,0.6,0.1,5.3,1.8
COc1cc(C(O)CO)ccc1OS(=O)(=O)O (centres undefined),0.0,-1.7,-2.1,0.2,12.8,-1.0,0.6,0.1,2.3
CCOc1ccc(OCC(O)CNC2CCN(Cc3ccccc3)CC2)cc1 (centres undefined),13.6,0.6,-1.3,4.0,6.0,-7.5,-0.2,-0.5,0.0
CC(C)=C(NC(=O)c1ccccc1)C(=O)NCc1ccccc1,16.2,-1.8,-0.8,3.4,10.2,6.2,2.6,-1.4,2.3
COC(=O)c1cccc(C(=O)N2CCC(CO)(Cc3ccccc3Cl)CC2)c1,-6.2,-4.7,0.5,4.4,1.2,6.5,-2.1,2.6,11.1
Cc1cc(C(=O)OCC(=O)N2C(C)CCCC2C)c2ccccc2n1 (centres undefined),13.3,-3.1,-1.1,x,0.3,-0.5,x,x,x
COc1ccc(C2=C(C=Nc3c(C)n(C)n(-c4ccccc4)c3=O)C(c3ccccc3C)c3ccccc3O2)cc1OC (centres undefined),-9.1,-5.2,6.3,-4.2,6.3,-1.4,-2.8,5.4,0.3
CN(C)CCCN(C(=O)c1cc2cc([N+](=O)[O-])ccc2s1)c1nc2cc3c(cc2s1)OCCO3,28.7,-5.2,1.5,-4.3,9.2,-2.3,3.4,6.7,5.4
COCCCn1c(=O)c2sccc2n2c(CCCC(=O)NCc3ccc(F)cc3)nnc12,10.8,-2.4,1.1,-14.2,3.3,4.3,0.4,-3.4,-3.7
O=S(=O)(NC1CC1)c1ccc(Cl)cc1,2.0,1.3,6.0,-0.2,15.1,7.6,0.0,5.8,1.3
CC(C)CC(NC(=O)C(NC(=O)OC(C)(C)C)C(C)C)C(=O)N1CCCC1C(N)=O (centres undefined),1.9,-4.1,1.4,1.7,4.2,0.4,-1.8,-4.2,1.3
COc1ccc(NC(=O)CCCC(=O)NCCc2ccc(OC)c(OC)c2)cc1,-6.0,1.4,0.4,0.4,1.2,0.7,0.8,1.6,-4.5
O=C(COc1ccccc1O)NNc1ccccc1,-1.1,0.2,2.6,11.0,10.8,-1.2,-3.2,2.8,-5.9
CCc1ccc(C(=O)CSC2=C(C#N)C(c3ccco3)C(C(C)=O)=C(C)N2)cc1 (centres undefined),39.2,-2.3,23.7,13.0,x,x,-2.8,0.0,-0.1
COc1ccccc1NC(=O)Nc1ccc2c(c1)CCC2,24.1,-4.6,5.9,-2.6,1.5,0.4,-2.9,-1.7,10.3
COc1ccc(/C=C/C(=O)Oc2cccc(/C=N/NC(=O)COc3c(C)cccc3C)c2)cc1,-2.9,-0.3,2.6,-0.1,-19.8,-7.6,1.7,-0.9,1.0
COc1ccc(C)cc1COC(=O)c1[nH]c(C)c(C(C)=O)c1C,-2.0,-1.5,4.2,2.0,-6.1,4.0,-2.7,0.8,-5.1
Cc1nnc(SCC(=O)Nc2sc3c(c2C#N)CCCC3)[nH]c1=O,17.9,-9.0,16.8,-2.7,4.3,4.4,-2.4,-10.2,1.2
CCOC(=O)c1cc(NC(=O)C2C3CCC(O3)C2C(=O)O)cc(C(=O)OCC)c1 (centres undefined),14.6,1.3,1.2,0.8,3.0,1.1,-1.1,1.8,0.4
O=C(NCc1cc([N+](=O)[O-])ccc1O)c1cccnc1Sc1ccc(Cl)cc1,3.2,4.9,4.3,4.0,7.6,-3.7,3.0,3.3,5.0
COc1ccc(OC)c(/C=C/C(=O)N(C)CC(=O)Nc2ccc(C)cc2)c1,11.3,-3.1,-7.2,8.3,8.4,5.5,-7.3,-8.8,-7.6
COc1ccc(/C=C(\C#N)c2c[nH]c3ccccc23)cc1,13.4,-4.3,5.8,0.2,4.3,4.3,-4.3,-4.7,5.7
O=C(Nc1n[nH]c(C2CCCCC2)n1)C1CCCCC1,5.5,0.5,2.4,0.5,0.8,-0.5,3.2,1.7,-0.6
O=c1[nH]c(-c2cccnc2)nc2ccccc12,-12.2,2.9,2.0,5.2,5.4,1.8,0.0,2.2,2.2
COc1ccccc1NS(=O)(=O)c1cccc(C(=O)NCC2(N(C)C)CCCCC2)c1,9.1,-1.4,-1.0,11.1,2.3,5.1,4.8,6.7,1.3
CSCCC(NS(=O)(=O)c1ccccc1F)C(=O)NCC(C)(C)N1CCOCC1 (centres undefined),0.3,3.0,-7.9,x,7.0,4.1,2.1,-0.9,-8.5
COc1cccc(NC(=O)CN(C)C(=O)CN2C(=O)NC(C)(c3ccc4ccccc4c3)C2=O)c1 (centres undefined),-7.4,-1.5,4.3,-13.9,8.3,-2.7,0.3,-3.5,-6.9
O=C(Cn1cc2c(n1)CCCC2)N1CCOCC1,1.2,1.0,-1.3,2.1,8.1,3.5,2.4,-5.8,-1.3
Cc1ccccc1CNC(=O)c1ccccc1,7.0,-0.4,6.2,7.9,4.0,0.7,1.5,5.4,-6.0
CN(CCc1cn[nH]c1)Cc1nc(C(c2ccccc2)c2ccccc2)no1,-2.4,-2.7,0.1,3.5,9.2,7.8,1.9,-5.9,-1.4
CCOC(=O)c1ccc(CNC(=O)Cn2nnc(-c3ccccc3F)n2)o1,-1.4,-5.8,5.8,9.7,6.7,4.6,1.4,0.9,-2.0
COc1cccc(N2CCN(C(=O)c3cccnc3)CC2)c1,11.7,-7.1,1.9,23.1,4.3,-3.5,3.4,11.7,3.1
COCCOc1cc(COC)nc(-c2cccc(C)c2)n1,-4.7,-5.2,0.5,-1.8,x,x,0.1,0.2,-0.3

# Fetched by compound from the list above:
SMILES,PREPL inh,PAD4 inh,pPAFAH inh,GSTO1 inh,PAFAH1B3 inh,PAFAH1B2 FP inh,LYPLA1 inh,LYPLA2 counter,PME-1 primary
CN(C)CCCN(C(=O)c1cc2cc([N+](=O)[O-])ccc2s1)c1nc2cc3c(cc2s1)OCCO3,28.7,-5.2,1.5,-4.3,9.2,-2.3,3.4,6.7,5.4
COc1cc(C(O)CO)ccc1OS(=O)(=O)O (centres undefined),0.0,-1.7,-2.1,0.2,12.8,-1.0,0.6,0.1,2.3

# The list goes on:
SMILES,PREPL inh,PAD4 inh,pPAFAH inh,GSTO1 inh,PAFAH1B3 inh,PAFAH1B2 FP inh,LYPLA1 inh,LYPLA2 counter,PME-1 primary
CC(=O)Nc1ccc(N2CCN(c3ccc(F)cc3)CC2)cc1,0.6,4.4,2.7,5.4,3.9,-2.2,3.1,0.8,-3.8
CC(C)CN(C(=O)C1CC1)c1c(N)n(Cc2ccccc2)c(=O)[nH]c1=O,9.5,0.0,1.0,7.7,-2.5,-3.3,-0.9,7.8,-3.2
O=[N+]([O-])c1nn(-c2cccc(Cl)c2)n(O)c1=NCc1cccnc1,5.8,-0.2,9.0,3.7,-1.1,5.3,2.3,3.1,7.3
CN(CCOc1ccc(Cl)c(Cl)c1)Cc1ccccc1,-18.8,-0.5,0.3,-2.3,2.6,4.2,2.4,1.1,-3.6
CCOC(=O)C1=C(Nc2ccccc2)OCC1=O,-9.2,0.3,-3.2,-3.7,7.5,0.8,1.7,2.1,-5.5
CN(C)c1ccnc(Nc2ccc(O)cc2)c1C#N,9.2,0.8,0.1,2.3,2.2,3.9,-0.1,1.3,-0.2
COC(=O)c1ccc(COc2ccccc2[N+](=O)[O-])o1,-1.7,-3.6,-2.4,-1.3,9.5,2.8,-2.9,5.5,-5.5
O=C(c1ccc(Cl)cc1)N1CCC(O)(CSc2ccc(Cl)cc2)CC1,-7.7,4.4,7.4,11.5,4.1,5.9,1.7,32.8*,-4.2
COc1cccc(CN2CCCC(CNC(=O)c3ccc(F)cc3)C2)c1OC (centres undefined),-0.3,-7.4,-5.7,1.3,-0.9,-0.5,-4.1,-7.0,-12.6
CCOC(=O)c1c(S(=O)(=O)NCC(=O)Nc2cc(C)ccc2OC)c(C)n(C)c1C,3.4,2.3,5.8,3.5,4.4,-1.7,-3.8,4.7,-0.4
O=C(C1CCN(S(=O)(=O)N2CCOCC2)CC1)N1CCN(Cc2ccccc2)CC1,-0.2,4.1,-0.8,1.0,7.7,-1.0,-3.5,-4.6,-10.2
CC(=O)c1ccc(C(=O)N2CCCC(C(=O)c3cc(F)ccc3F)C2)s1 (centres undefined),-3.8,-3.0,10.1,-12.9,10.0,3.1,1.2,8.3,5.7
COC(=O)c1ccc(/C=N/Nc2nc(C)c(C)s2)cc1,6.3,2.4,0.8,8.3,5.9,0.8,1.2,2.6,3.0
Clc1cc2nc[nH]c2cc1Cl,9.6,-5.0,-8.2,0.7,7.6,7.9,2.8,5.9,-3.0
Cc1ccc(-c2nc3cc(N)ccc3o2)cc1,11.9,-5.3,7.2,-1.3,7.6,7.4,0.8,4.9,3.0
CCOc1ccc(S(=O)(=O)NNS(=O)(=O)c2ccc(C)cc2C)cc1,13.2,-1.9,-4.4,3.2,1.1,4.0,0.9,8.8,-0.7

# Assay outcomes from PubChem.

# An excerpt; rates above refer to the full screens.
